Assay outcomes as filed in PubChem BioAssay.
proCasp7 act = procaspase-7 activators, primary screen, counter-screen for procaspase-3 activator project, biochemical, absorbance, HTS, human. Caspase-7 (Homo sapiens), P55210. recombinant procaspase-7, Ac-DEVD-pNA absorbance 405 nm; D23A/D198A/D206A triple mutant, cannot self-cleave; scale: DMSO 0, 5 µM enzyme 100. activation, % at 8.5 µM. hit rate 0.093% among 330,000. AID 463210, 2010;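 active means percent activation above the screen-wide mean plus 3 SD, cut at about 25% in these data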
Target sequence (P55210 whole entry D23A/D198A/D206A): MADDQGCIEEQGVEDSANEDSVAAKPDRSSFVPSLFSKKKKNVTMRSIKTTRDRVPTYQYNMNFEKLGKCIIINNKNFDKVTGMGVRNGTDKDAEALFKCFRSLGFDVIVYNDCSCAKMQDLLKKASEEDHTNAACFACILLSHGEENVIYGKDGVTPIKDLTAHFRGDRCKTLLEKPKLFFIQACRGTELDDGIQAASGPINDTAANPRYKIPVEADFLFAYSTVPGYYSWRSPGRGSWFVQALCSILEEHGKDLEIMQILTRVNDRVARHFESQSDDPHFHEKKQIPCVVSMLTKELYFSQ
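Assay system: Uncleavable procaspase-7 mutant enzyme | Input: 2 µM procaspase-7 mutant as dispensed | Timing: 1 h compound preincubation, 2 h substrate cleavage, 25 °C | Repeats: One well per compound | Control set: DMSO wells as 0%, DMSO with 5 µM added PC-7 as 100% | Technique: Epi-absorbance of released pNA at 405 nm, two timepoints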
MEP2-GFP yeast = modulators of MEP2-GFP levels in yeast, primary screen, S. cerevisiae, multiplex flow cytometry, MLPCN library | S. cerevisiae MEP2-GFP strain, 3 h; 100% = DMSO control level | GFP response vs DMSO, % at 10 µM | hit rate 0.51% among 330,000 | AID 2016, 2009;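 active means GFP response versus DMSO above a set limit, roughly screen mean plus 3 SD, cut at about 180% in these data; inconclusive means fewer than 70 cells counted for a yeast strain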;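 further: median GFP fluorescence of the barcode-gated MEP2-GFP cells per well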
AHR activator = AHR activators, primary screen, cell-based, luminescence, luciferase reporter, human | Aryl hydrocarbon receptor (Homo sapiens), P35869 | AHR-responsive luciferase reporter cells | activation, % at 5 µM | hit rate 2.5% among 320,000; in the data active means activation above about 47%;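 further: 0% = vehicle wells and 100% = reference agonist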
RPL19A-GFP yeast = RPL19A-GFP expression modulators in yeast, primary screen, cell-based, S. cerevisiae, multiplex flow cytometry, MLPCN. hit rate 0.3% among 330,000. percent response vs DMSO, % at 10 µM. S. cerevisiae RPL19A-GFP strain, 3 h; stronger effect = lower value;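 active means percent response vs DMSO below 50%; inconclusive means fewer than 70 events counted for the yeast strain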;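 further: median channel GFP fluorescence of the barcoded RPL19A-GFP strain; ratio of sample median GFP to plate DMSO average so 100% = DMSO; lower means less RPL19A-GFP as with rapamycin TOR inhibition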
AGP1 TOR yeast = modulators of AGP1-GFP expression in yeast TOR pathway, primary screen, cell-based, multiplex flow cytometry, S. cerevisiae, MLPCN library; 3 h; GFP as percent of DMSO wells; GFP response vs DMSO, % at 10 µM; hit rate 0.02% among 320,000;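 active means GFP response relative to DMSO above a set limit, near screen average plus 3 SD, cut at about 150% in these data; inconclusive means fewer than 70 cells counted for the yeast strain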;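 further: median GFP channel fluorescence of the gated AGP1 strain per well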
proCasp3 act = activators of human procaspase-3 D3A mutant, primary screen, biochemical, absorbance, PC-3 D3A mutant, single concentration | recombinant procaspase-3 D3A, Ac-DEVD-pNA absorbance 405 nm | Caspase-3 (Homo sapiens), P42574 | hit rate 0.11% among 330,000 | activation, % at 8.5 µM;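 active means activation above the mean of all tested compounds plus 3 SD, cut at about 21% in these data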;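 further: 0% = DMSO alone and 100% = DMSO wells spiked with extra 5 µM PC-3 D3A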
Target sequence (P42574 whole entry D9A/D28A/D175A): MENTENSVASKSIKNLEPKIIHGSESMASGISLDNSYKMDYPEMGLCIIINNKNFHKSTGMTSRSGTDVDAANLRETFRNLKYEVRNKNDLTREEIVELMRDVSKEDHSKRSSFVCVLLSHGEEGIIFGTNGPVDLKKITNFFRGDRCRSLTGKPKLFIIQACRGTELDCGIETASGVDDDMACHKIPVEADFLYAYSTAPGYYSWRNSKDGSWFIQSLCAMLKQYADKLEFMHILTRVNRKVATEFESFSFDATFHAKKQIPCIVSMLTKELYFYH
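Test system: Procaspase-3 D3A mutant; medium: Zinc-free HEPES/NaCl buffer with 0.01% Triton X-100 at pH 7.4; reagent: DEVD-pNA substrate; doses: one concentration, 8.5 µM nominal, 0.8% DMSO; times: 1 h preincubation plus 2 h reaction at 25 °C; signal: Epi-absorbance at 405 nm of released p-nitroaniline, 0 and 120 min; replicates: singlicate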
CIT2-GFP yeast = modulators of CIT2-GFP expression in yeast, primary screen, S. cerevisiae, GFP fusion, multiplex flow cytometry, MLPCN library; S. cerevisiae CIT2-GFP strain, 3 h; 100 means same as DMSO wells; GFP response vs DMSO, % at 10 µM; hit rate 0.065% among 320,000;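 active means GFP response relative to DMSO above a set limit, near the screen mean plus 3 SD, cut at about 150% in these data; inconclusive means Fewer than 70 cells measured for a yeast strain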;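 further: ratio of well median GFP fluorescence to mean of DMSO wells on the plate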
LAP4-GFP MLPCN = modulators of LAP4-GFP expression in yeast, primary screen, S. cerevisiae, multiplex flow cytometry, MLPCN library | 3 h; median GFP as percent of DMSO wells | GFP response vs DMSO, % at 10 µM | hit rate 0.34% among 320,000 | AID 2023, 2009;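 active means GFP response vs DMSO above a set limit, about the screen mean plus 3 SD, cut at about 150% in these data; inconclusive means under 70 cell events counted for the yeast strain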
* hit, by the source's call; ? = inconclusive; . = no result given; [ ] = remark or other dose.

SMILES	proCasp7 act	MEP2-GFP yeast	AHR activator	RPL19A-GFP yeast	AGP1 TOR yeast	proCasp3 act	CIT2-GFP yeast	LAP4-GFP MLPCN
Cc1ccccc1C(=O)N1CCC(C(=O)NCCc2ccc(S(N)(=O)=O)cc2)CC1	3	104	-2	106	105	4	103	103
COc1ccccc1N(C)S(=O)(=O)c1ccc(C(=O)OCC(=O)c2c[nH]c3ccccc23)cc1	-2	100	23	100	93	13	90	106
COc1cc(-c2nnc(COC(=O)c3ccc(C)o3)o2)cc(OC)c1OC	-1	98	-2	95	95	3	91	93
COc1cc(C(=O)NCC(=O)NNC(=O)C2COc3ccccc3O2)cc(OC)c1OC (stereo unspecified)	-15	97	2	96	97	-4	91	96
O=C(c1cccc(COc2cccc3ccccc23)c1)N1CCCC1	13	106	19	99	95	7	86	115
CCN(CC)S(=O)(=O)N1CCC(C(=O)NC2CCCc3ccccc32)CC1 (stereo unspecified)	11	102	0	100	100	10	100	103
COc1ccc([N+](=O)[O-])cc1C(=O)Nc1ccc(Cc2ccncc2)cc1	-8	102	72*	98	101	5	93	101
O=C(CN1CCOCCOCCN(CC(=O)Nc2ccccc2)CCOCC1)Nc1ccccc1	5	100	0	96	98	6	.	84
O=[N+]([O-])c1ccc(CN2CCN(c3nc4ccccc4s3)CC2)cc1	-2	103	2	99	96	3	97	95
O=C1c2ccccc2C(=O)N1CCCc1nc2ccccc2c(=O)n1CCCn1ccnc1	3	105	7	97	100	0	96	95
CC(=O)Nc1ccc(C(=O)N2CCCC2)cc1	-2	101	1	104	106	-3	102	104
CCn1c(CC(=O)Nc2ccc(C)c(Cl)c2)nnc1SCc1ccc(Cl)c(Cl)c1	-1	107	0	103	105	9	95	98
COC(=O)c1ccc(NC(=O)CO/N=C2\CCCc3nonc32)cc1	-3	95	2	94	100	1	87	96
O=C(CC12CC3CC(CC(C3)C1)C2)N1CCOCC1	-3	103	1	101	102	-5	100	104
Cc1ccc(C(=O)Oc2ccc(-c3nccc(-c4ccccn4)n3)cc2)cc1	12	100	-3	100	99	3	104	102
CCOc1ccc2oc(C(=O)NC3CCN(Cc4ccccc4)CC3)c(C)c2c1	7	107	5	100	110	2	100	104
Cn1c(/C=C/c2ccccc2[N+](=O)[O-])nc2ccccc2c1=O	.	107	.	102	96	.	101	95
CCNS(=O)(=O)c1ccc2nc(NC(=O)/C=C/c3cc(OC)c(OC)c(OC)c3)sc2c1	8	105	18	105	102	-3	105	98
C/C(=N\Nc1ccc([N+](=O)[O-])cc1[N+](=O)[O-])c1cccnc1	-2	98	45	101	90	-3	94	113
COc1cc(C2C(=O)c3ccccc3C2=O)ccc1O	-6	111	0	100	84	-9	89	103
Cc1ccsc1-c1n[nH]c(=S)n1CC(C)C	-4	92	2	102	99	-14	97	88
O=C(/C=C/c1ccc2c(c1)OCO2)NCCSCc1ccc(Cl)cc1	4	102	13	99	97	-11	100	102
CC1CCCCN1C(=O)CSc1nnc(CSc2ncccn2)n1C (stereo unspecified)	3	97	-2	98	98	-2	97	103
CC(=O)N1CCN(c2ccc(NCc3cccc4ccccc34)cc2)CC1	-19	109	-1	99	100	-13	101	103
O=C(COc1ccc(Br)cc1)N(Cc1cccs1)C1CCS(=O)(=O)C1 (stereo unspecified)	4	98	3	103	98	7	97	92
COC(=O)c1ccccc1S(=O)(=O)N1Cc2cc([N+](=O)[O-])ccc2Oc2ccccc21	-3	102	0	100	100	5	.	102
C(CCCN1CCCCC1)CCN1CCCCC1	-2	87	2	95	103	-5	99	107
O=C(c1cccnc1)N1N=C2CCCCCC2C1(O)C(F)(F)F (stereo unspecified)	-12	111	1	103	104	-1	111	109
O=C(NCc1ccccc1)c1c[nH]c2cc3c(cc2c1=O)OCCO3	-4	109	77*	104	110	-5	115	113
CN(C)CC(=O)Nc1ccc(Oc2ccc(Cl)cc2)cc1	0	108	-1	103	103	-1	108	90
COc1ccc(CNC(=O)c2ccc(CS(=O)Cc3ccc(Cl)cc3)o2)cc1 (stereo unspecified)	-8	112	2	102	94	-1	97	90
c1ccc(C(c2nnnn2Cc2cccs2)N2CCN(C3CCCC3)CC2)cc1 (stereo unspecified)	2	231*[may fluoresce violet]	0	33*[may fluoresce violet]	?	-1	?	93[may fluoresce violet]
CN1CC(=O)N/C1=N\C(=O)Nc1ccc2c(c1)N(C)C(=O)CS2	1	107	7	99	109	13	103	94
O=C(NCc1ccco1)NC12CC3CC(CC(C3)C1)C2	11	99	1	89	101	-1	96	97
CCc1c(C)nc2ncnn2c1N1CCN(S(=O)(=O)c2ccc(OC)cc2)CC1	5	106	-1	100	107	14	101	103
COc1cccc(-c2coc3c(C)c4oc(=O)c(CC(=O)O)c(C)c4cc23)c1	-2	97	3	100	100	-2	100	97
Cc1cc(F)ccc1S(=O)(=O)Nc1ccccc1C(=O)Nc1ncn[nH]1	6	88	0	89	92	6	84	86
CCCCn1c(N)c(N(CCOC)C(=O)c2c(C)noc2C)c(=O)[nH]c1=O	12	?	0	?	?	1	?	?
C/C(=C\C(=O)c1ccccc1)Nc1ccc(Cl)c(Br)c1	-3	101	16	101	99	-2	91	94
CCN(CC)S(=O)(=O)c1ccc(N2CCOCC2)c(NC(=O)C2CSC3(C)CCC(=O)N23)c1 (stereo unspecified)	8	100	-1	97	100	4	95	111

Some of the entries above, set out differently:
molecule | proCasp7 act | MEP2-GFP yeast | AHR activator | RPL19A-GFP yeast | AGP1 TOR yeast | proCasp3 act | CIT2-GFP yeast | LAP4-GFP MLPCN
Cc1ccsc1-c1n[nH]c(=S)n1CC(C)C | -4 | 92 | 2 | 102 | 99 | -14 | 97 | 88
O=C(/C=C/c1ccc2c(c1)OCO2)NCCSCc1ccc(Cl)cc1 | 4 | 102 | 13 | 99 | 97 | -11 | 100 | 102
CC1CCCCN1C(=O)CSc1nnc(CSc2ncccn2)n1C (stereo unspecified) | 3 | 97 | -2 | 98 | 98 | -2 | 97 | 103
CC(=O)N1CCN(c2ccc(NCc3cccc4ccccc34)cc2)CC1 | -19 | 109 | -1 | 99 | 100 | -13 | 101 | 103
O=C(COc1ccc(Br)cc1)N(Cc1cccs1)C1CCS(=O)(=O)C1 (stereo unspecified) | 4 | 98 | 3 | 103 | 98 | 7 | 97 | 92
COC(=O)c1ccccc1S(=O)(=O)N1Cc2cc([N+](=O)[O-])ccc2Oc2ccccc21 | -3 | 102 | 0 | 100 | 100 | 5 | . | 102
C(CCCN1CCCCC1)CCN1CCCCC1 | -2 | 87 | 2 | 95 | 103 | -5 | 99 | 107
O=C(c1cccnc1)N1N=C2CCCCCC2C1(O)C(F)(F)F (stereo unspecified) | -12 | 111 | 1 | 103 | 104 | -1 | 111 | 109
O=C(NCc1ccccc1)c1c[nH]c2cc3c(cc2c1=O)OCCO3 | -4 | 109 | 77* | 104 | 110 | -5 | 115 | 113
CN(C)CC(=O)Nc1ccc(Oc2ccc(Cl)cc2)cc1 | 0 | 108 | -1 | 103 | 103 | -1 | 108 | 90
COc1ccc(CNC(=O)c2ccc(CS(=O)Cc3ccc(Cl)cc3)o2)cc1 (stereo unspecified) | -8 | 112 | 2 | 102 | 94 | -1 | 97 | 90
c1ccc(C(c2nnnn2Cc2cccs2)N2CCN(C3CCCC3)CC2)cc1 (stereo unspecified) | 2 | 231*[may fluoresce violet] | 0 | 33*[may fluoresce violet] | ? | -1 | ? | 93[may fluoresce violet]
CN1CC(=O)N/C1=N\C(=O)Nc1ccc2c(c1)N(C)C(=O)CS2 | 1 | 107 | 7 | 99 | 109 | 13 | 103 | 94
O=C(NCc1ccco1)NC12CC3CC(CC(C3)C1)C2 | 11 | 99 | 1 | 89 | 101 | -1 | 96 | 97

Other records follow.
SMILES	proCasp7 act	MEP2-GFP yeast	AHR activator	RPL19A-GFP yeast	AGP1 TOR yeast	proCasp3 act	CIT2-GFP yeast	LAP4-GFP MLPCN
COC(=O)c1cc(C(=O)Nc2nnc(CC(C)C)s2)cc([N+](=O)[O-])c1	-3	97	0	108	104	5	109	98
CCOC(=O)c1c(-c2ccc(C)o2)csc1N	-23	103	5	101	103	-13	103	112
N#C/C(=C\c1ccc[nH]1)Sc1nc2ccccc2s1	-1	106	5	100	99	0	92	112
Cc1cccc(NS(=O)(=O)c2ccc(NS(=O)(=O)c3cccs3)cc2)c1	1	102	0	102	97	-2	96	93
COc1ccc(NS(=O)(=O)c2ccc(NC(=O)c3ccccc3Br)cc2)nn1	9	100	1	100	102	2	99	105
COc1cc(/C=C/C(=O)Nc2nnc(CC(C)(C)C)s2)cc(OC)c1OC	-21	109	5	103	100	-14	111	102
N#Cc1ccccc1OCC(=O)OCC(=O)c1c[nH]c2ccccc12	-10	99	18	92	94	0	92	103
N#Cc1c(NC(=O)C2CC(c3c(F)cccc3Cl)=NO2)sc2c1CCC2 (stereo unspecified)	6	123	2	106	102	3	90	110
Oc1cccc2c(NC(=S)Nc3ccc(SC(F)F)cc3)cccc12	-15	113	24	100	93	-7	93	112
O=C(NCCOc1ccc(F)cc1)C1CCC(=O)N(CCCN2CCCC2=O)C1 (stereo unspecified)	6	94	4	103	101	-1	96	84
CC(=O)N1CCN=C1SCc1cccc(C)c1	5	102	-2	96	97	10	94	97
COc1cc(-c2nc3ccccn3c2N)ccc1O	-3	119	1	102	111	-9	117	99
Cc1cc2c(cc1S(=O)(=O)N(C)c1ccccc1)n(C)c(=O)n2C	2	103	-2	100	106	0	102	102
Cc1cc(N2CCN(C)CC2)nc2ccc(NC(=O)CCC(=O)N3CCN(c4ccc([N+](=O)[O-])cc4)CC3)cc12	-18	96	-5	92	92	-1	89	88
O=C(Cn1c(=O)[nH]c2ccccc2c1=O)Nc1cccnc1	7	100	5	103	101	-2	108	93
O=C(CCC(=O)NNC(=O)Nc1ccc(Cl)cc1)NCc1ccccc1	-3	105	1	98	101	2	102	104
CC(C)(C)NC(=O)Cn1nc(C(F)(F)F)c2c1CCCC2	-7	91	-1	94	94	5	100	92
COc1cccc2cc(C(=O)NCc3ccc(C)cc3)c(=N)oc12	-1	97	3	103	99	-4	91	100
Cn1cccc1Cc1nnc(SCC(=O)Nc2ccc(F)cc2)n1-c1ccc(F)cc1	-17	109	2	102	103	-9	98	104
COCCOC(=O)c1c(C)nc(SCC(=O)Nc2cccc3ccccc23)c(C#N)c1-c1ccco1	-3	101	16	100	99	-3	94	91
Cc1csc(NC(=O)c2nc3nccc(C)n3n2)n1	3	100	8	98	98	1	93	101
CCn1c(SCC(=O)Nc2ccc3c(c2)OCCO3)nnc1C(C)C	-2	101	5	100	103	-6	107	97
COc1cccc(NC(=O)c2nc3nc(C)cc(C(F)F)n3n2)c1	11	106	21	103	104	0	96	110
